Compound activity as filed in PubChem BioAssay.
iPSC survival up: increases survival of single human iPS cells; hiPSC single-cell survival, ATPlite luminescence; 100% = ROCK inhibitor wells, 0% = DMSO; AID 602274; 360,000 tested, 0.044% active; survival enhancement, % at 20 µM; in the data active = survival enhancement above about 18%;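 note: cells exposed to compounds for 16 hours before the ATP read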
Vif inh: inhibitors of HIV Vif; AID 602346; 340,000 tested, 0.35% active; HEK293T cells, Vif self-association by quenched fluorescence, imaging, 24 h; inhibition, % at 7.49 µM; in the data active = inhibition above about 50%, passing the limit was not always enough; note: some results filed as inactive read as strong as hits
PDI inh: PDI (human) enzyme inhibition. 350,000 tested, 0.052% active. inhibition, % at 10 µM. AID 588391. P07237. PDI insulin aggregation turbidity, A650, 90 min;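 active = mean inhibition across replicates of 30% or more, whatever share of single replicates reach that level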;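 note: absorbance from insulin aggregation driven by PDI reduction with DTT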
Target sequence (P07237 whole entry, looked up): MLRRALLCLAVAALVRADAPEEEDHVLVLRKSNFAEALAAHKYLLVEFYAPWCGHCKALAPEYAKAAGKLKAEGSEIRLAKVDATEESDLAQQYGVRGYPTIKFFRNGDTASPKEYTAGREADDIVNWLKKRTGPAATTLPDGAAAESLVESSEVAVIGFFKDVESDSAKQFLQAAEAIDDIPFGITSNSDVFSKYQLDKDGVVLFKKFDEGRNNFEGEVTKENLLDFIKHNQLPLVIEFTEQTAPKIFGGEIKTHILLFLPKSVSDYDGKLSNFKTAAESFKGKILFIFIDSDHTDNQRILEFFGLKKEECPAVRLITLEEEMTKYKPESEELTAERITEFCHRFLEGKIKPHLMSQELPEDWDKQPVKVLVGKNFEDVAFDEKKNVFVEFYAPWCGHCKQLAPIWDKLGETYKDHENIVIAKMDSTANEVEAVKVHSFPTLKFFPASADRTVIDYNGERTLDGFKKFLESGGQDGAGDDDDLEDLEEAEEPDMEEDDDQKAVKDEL
NR2E3 ag-1: human photoreceptor-specific nuclear receptor agonism. 360,000 tested, 0.35% active. Q9Y5X4. CHO-S Gal4-NCOR/VP16-NR2E3 two-hybrid, luciferase. inhibition of corepressor binding, % at 3.98 µM. AID 602229;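 active = inhibition above the mean of all tested compounds plus 3 SD, cut at about 70% in these data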;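 note: 0% = DMSO with NR2E3 transfected cells and 100% = cells lacking NR2E3 construct; higher means lower luciferase signal from less NR2E3 corepressor binding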
Target sequence (Q9Y5X4 whole entry, looked up, the tested form may be a part): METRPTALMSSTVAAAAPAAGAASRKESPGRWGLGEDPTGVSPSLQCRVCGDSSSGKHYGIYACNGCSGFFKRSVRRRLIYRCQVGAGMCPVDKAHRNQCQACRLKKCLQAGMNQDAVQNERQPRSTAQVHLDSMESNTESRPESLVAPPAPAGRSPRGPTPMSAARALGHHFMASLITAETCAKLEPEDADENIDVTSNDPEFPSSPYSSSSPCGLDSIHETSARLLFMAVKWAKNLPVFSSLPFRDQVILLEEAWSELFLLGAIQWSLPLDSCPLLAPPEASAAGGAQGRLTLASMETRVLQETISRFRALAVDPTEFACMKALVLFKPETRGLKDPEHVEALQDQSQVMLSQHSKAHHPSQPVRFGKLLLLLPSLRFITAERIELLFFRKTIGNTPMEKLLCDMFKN
TRPM1 prom inh: inhibitors of MITF-driven TRPM1 promoter in melanoma cells | SK-MEL-5 TRPM1 promoter luciferase, 24 h | inhibition, % at 12.5 µM | 330,000 tested, 0.83% active | AID 488899;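 active = mean inhibition across replicates of 60% or more, whatever share of single replicates reaches that level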; note: values of inactives mirror those of a sister screen read the other way
aDG glyco up: alpha-DG glycosylation activation; Pro5-aDG cells, alpha-DG glycosylation AlphaScreen (IIH6); 0% Pro5, 100% B10-LARGE cell signal; activation, % at 10 µM; AID 624168; 360,000 tested, 0.22% active;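 active = activation of at least 8% versus controls, or a plate z-score of at least 8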;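 note: Pro5 are CHO cells carrying HIG-tagged alpha-DG that lacks glycosylation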
NR2E3 ag-2: activates human photoreceptor nuclear receptor NR2E3. GST-NR2E3/biotin-RetCOR TR-FRET, 1536-well. Q9Y5X4. 320,000 tested, 0.12% active. AID 2300. inhibition of corepressor binding, % at 4.78 µM;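 active = percent inhibition above the cutoff of mean plus 3 SD of all tested compounds, set per screening campaign, cut at about 20% in these data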;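 note: 0% = DMSO wells and 100% = biotin wells as full block of FRET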
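Test system: GST-NR2E3 and biotin-RetCOR proteins | Quantity: 1.35 nM GST-tagged NR2E3 final | Medium: Tris pH 7.5 | Also added: 7 nM biotin-RetCOR | Dosing: Compound at 4.8 µM, single dose | Timing: 5 h at 4 °C | Detection: Time-resolved FRET | Read-out basis: Percent inhibition | Benchmarks: Biotin wells as high control, 0.6% DMSO wells as low control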
CaV13 FRET inh: Disruptors of the CACNA1D IQ motif to Ca2+-dependent inactivation inhibitor domain association, primary screening, Förster resonance energy transfer in intact living …. 340,000 tested, 0.098% active. inhibition, % at 12.3 µM. HEK cells, CFP/YFP FRET ICDI-IQ, plate reader, 10 min; percent FRET-ratio fall versus neutral wells;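 active = mean replicate inhibition of at least 30% and at least 1% of replicates passing that level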;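 note: 0% = median of the neutral control wells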
Exocytosis inh: blocks lytic granule exocytosis | inhibition, % at 10 µM | 360,000 tested, 0.66% active | TALL-104 LAMP-1 surface exposure, flow cytometry; cells stimulated with thapsigargin and PMA;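 active = inhibition above about 55%, limit read from the data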
HIF-2a inh: blocks HIF-2a reporter activity; 786-0 RCC cells HIF-2a reporter, luciferase luminescence, overnight; inhibition, % at 18.8 µM; 360,000 tested, 0.72% active;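 active = inhibition of the luminescence signal of 40% or more relative to plate controls, in a single-dose primary screen at 18.75 µM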
Peg3 promoter: Peg3 promoter activity inhibition | HeLa PEG-Prom luciferase reporter, luminescence, overnight | inhibition, % at 20 µM | 360,000 tested, 1.7% active | AID 588405;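 active = inhibition of at least 50% at 20 µM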
* marks the source's active call; other numbers are inactive results; / = not tested or not shown. This is a random part of the collection; about 3.5% have a hit in one of these screens.

SMILES	iPSC survival up	Vif inh	PDI inh	NR2E3 ag-1	TRPM1 prom inh	aDG glyco up	NR2E3 ag-2	CaV13 FRET inh	Exocytosis inh	HIF-2a inh	Peg3 promoter
Cc1ccc(OCCSc2nnc(-c3cccs3)n2C)cc1	0.2	-14	11	-24	-7	0.1	-3	-4	-1	10	-1
O=C1CC(c2ccccc2F)c2c(c3ccccc3[nH]c2=O)O1 (configuration not stated)	0.3	1	-4	-9	2	0.2	-1	-2	-5	15	20
COc1ccc(OCC(=O)N/N=C/c2cccn2-c2cccc(C(=O)O)c2)cc1	0.8	-3	1	-8	4	0.0	/	-7	-2	-3	-2
COc1cccc(N2CC(NC(=O)C(=O)c3c(C)[nH]c4ccccc34)CC2=O)c1 (configuration not stated)	0.5	2	-1	3	8	-0.4	-3	-7	-4	0	1
Cc1ccc(C(C)NC(=O)C23CC4CC(CC(C4)C2)C3)cc1 (configuration not stated)	-0.5	-1	3	7	21	0.0	6	-19	6	26	3
Cc1cc(=O)oc2cc(OCC(=O)OCC(=O)N3CCc4ccccc43)ccc12	-1.6	4	3	0	-1	-0.3	-1	-6	-3	13	-8
Cc1ccc(CNC(=O)c2nnc(Cc3ccc(Cl)cc3)o2)cc1	-0.7	-2	4	-8	19	0.0	2	-3	0	9	27
COc1ccc(CCn2c(Br)nc3c2c(=O)[nH]c(=O)n3C)cc1	2.2	-6	-3	13	18	-0.3	4	-5	2	-9	16
COc1ccccc1-n1nnnc1SCC(=O)Nc1ccccc1	-0.4	2	-6	-3	-14	0.1	0	-5	0	-7	15
Cc1ccc(S(=O)(=O)N2C[C@H]3N(C(=O)OC(C)C)N(C(=O)OC(C)C)C[C@H](OC(=O)Nc4cccs4)[C@@]3(O)C2)cc1	-1.8	-3	13	-18	/	0.0	/	-3	4	13	4
Cc1cccc(C)c1-n1nnnc1C1c2ccccc2C(=O)N1CCCn1ccnc1 (configuration not stated)	0.6	/	/	5	/	0.0	/	-7	-1	-2	/
Cc1cc(-c2ccc(S(=O)(=O)N3CCN(c4ccc(F)cc4)CC3)s2)on1	1.8	-9	9	3	3	-0.1	1	-4	-5	0	1
CCOC(=O)c1ccc(S(=O)(=O)N2CCN(C(=O)c3nn(C)c(=O)c4ccccc34)CC2)cc1	2.0	10	4	19	16	-0.1	0	-5	2	10	15
COC(=O)c1ccc(-c2nc3cc(Cl)c(N)cc3s2)cc1	-2.3	1	-1	-103	16	0.4	3	-2	9	-92	43
CCC1CCCCN1C(=O)COC(=O)c1ccc(S(=O)(=O)N2CCOCC2)cc1 (configuration not stated)	-3.8	/	-25	7	-3	0.0	/	/	2	-9	12
CC(C)Oc1cccc(-c2cc(C(=O)N3CCN(c4ncccn4)CC3)c3ccccc3n2)c1	-4.0	-13	-11	-21	-52	-0.5	-3	-5	2	-188	-23
Cc1ccc(S(=O)(=O)Nc2ccc(S(=O)(=O)N3CCCC3)cc2)cc1	-0.3	0	1	-7	6	-0.1	5	/	-3	9	28
COc1ccccc1N1CCN(C(c2cccs2)C(C)NC(=O)c2ccncc2)CC1 (configuration not stated)	-0.6	1	4	-14	-7	-0.1	0	-6	-2	9	10
Cc1ccc(-c2cc(C(=O)OC3CCOC3=O)c3ccccc3n2)c(C)c1 (configuration not stated)	-0.3	14	5	-18	4	-0.1	-1	3	-2	13	4
COc1cc(Cl)c(C)cc1NC(=O)CSc1nnc(-c2ccccn2)n1Cc1ccco1	7.0	14	12	9	3	0.2	2	-5	-3	12	5
CN(CC(=O)Nc1ccccc1Cl)C(=O)COC(=O)/C=C/c1cccs1	0.1	-11	-2	-11	1	0.4	-2	-2	1	-3	2
N=c1c2c(-c3ccccc3)c(-c3ccccc3)n(Cc3ccco3)c2ncn1Cc1ccccc1	0.6	/	4	-15	6	1.7	2	/	20	22	9
CCc1nnc(NC(=O)CSc2nc3[nH]c(=O)cc(O)c3s2)s1	-0.5	-2	6	-47	3	0.0	6	-5	-1	0	7
COC(=O)c1cc(C(=O)OCC(=O)Nc2ccccc2OC(F)F)cc([N+](=O)[O-])c1	-0.8	/	-2	-22	-7	0.0	1	-3	-4	13	-1
COc1ccc2nc(NC(=O)c3ccc(NC(=O)C4CCCO4)cc3)sc2c1 (configuration not stated)	-0.6	-4	-1	-19	-5	0.0	1	-6	12	-196	-76
CCn1c(CNC(=O)c2cccc(C)c2)nc2ccccc21	-1.6	-10	/	-7	-1	-0.1	2	-5	2	6	15
CCc1cccc(C)c1NC(=O)CCNC(=O)c1cccc(C)c1	0.7	-4	2	15	0	0.0	1	-6	-7	13	25
c1ccc2c(-c3cccc4nccn34)cncc2c1	4.1	1	1	3	/	0.0	/	-8	0	19	3
CCC(NC(=O)CCc1ccccc1)c1ccccc1 (configuration not stated)	-2.8	-7	4	-7	2	-0.4	0	-11	0	4	13
COc1ccc(Br)cc1C1Nc2cccc3cccc(c23)N1	-0.5	2	-11	-18	19	0.0	2	-2	6	-5	8
Cn1ncc(N=Cc2ccccc2O)c1C(=O)Nc1ccccc1	-1.3	1	-1	-15	-6	-0.2	2	-2	0	-5	3
O=C(Nc1nc(-c2cccs2)cs1)c1ccc(S(=O)(=O)N2CCCC2)cc1	-0.4	-15	-6	4	37	0.0	2	-6	-1	-32	21
O=C1N/C(=C/c2cccs2)C(=O)N1Cc1ccc(Br)cc1	1.0	-13	-5	-16	-1	0.0	1	-6	-2	1	7
Cc1nc2ccccc2c(=O)n1/N=C/c1ccc2ccccc2c1O	-0.6	-12	2	-39	18	-0.1	4	-7	13	26	7
CCc1nc2ccc(C(=O)NC3CCN(Cc4ccccc4)CC3)cn2c1N(CC)CCOC	-1.2	-8	-4	-7	/	-0.1	/	-5	14	9	5
Cc1ccc(-c2noc(CSc3nnnn3-c3ccccc3)n2)cc1	-1.0	-3	2	-10	0	0.0	-1	/	0	-39	6

Random excerpt: 2 compounds from above.
SMILES	iPSC survival up	Vif inh	PDI inh	NR2E3 ag-1	TRPM1 prom inh	aDG glyco up	NR2E3 ag-2	CaV13 FRET inh	Exocytosis inh	HIF-2a inh	Peg3 promoter
Cc1ccc(S(=O)(=O)N2C[C@H]3N(C(=O)OC(C)C)N(C(=O)OC(C)C)C[C@H](OC(=O)Nc4cccs4)[C@@]3(O)C2)cc1	-1.8	-3	13	-18	/	0.0	/	-3	4	13	4
CCOC(=O)c1ccc(S(=O)(=O)N2CCN(C(=O)c3nn(C)c(=O)c4ccccc34)CC2)cc1	2.0	10	4	19	16	-0.1	0	-5	2	10	15

Later entries.
SMILES	iPSC survival up	Vif inh	PDI inh	NR2E3 ag-1	TRPM1 prom inh	aDG glyco up	NR2E3 ag-2	CaV13 FRET inh	Exocytosis inh	HIF-2a inh	Peg3 promoter
O=C(OCc1cccc([N+](=O)[O-])c1)c1ccc[nH]c1=O	-0.8	11	12	-23	5	-0.1	3	-5	-2	9	8
C[C@@H]1CCCCO[C@@H](CN(C)S(=O)(=O)c2ccccc2)[C@@H](C)CN([C@H](C)CO)C(=O)c2cc(NS(=O)(=O)c3ccc(F)cc3)ccc2O1	2.0	/	-2	-15	/	-0.1	/	-10	9	8	6
CC1CCCCC1NC(=O)CCCc1nc2ccccc2c(=O)[nH]1 (configuration not stated)	-2.0	-11	1	-8	8	0.1	/	-7	-1	12	7
O=C(c1cccs1)N1CCN(Cc2ccc3c(c2)OCO3)CC1	0.9	4	18	-28	-13	0.2	3	/	0	-7	-5
CC(Oc1ccc(Cl)cc1)C(=O)OCC(=O)Nc1ncc(Cl)cc1Cl (configuration not stated)	-1.5	-1	12	-30	-1	-0.1	-5	-1	-1	12	11
CC(NC(=S)Nc1ccc([N+](=O)[O-])cc1)c1ccncc1 (configuration not stated)	-0.4	-11	2	-5	0	-0.1	2	-3	1	9	9
CCCN1Cc2cccc(C(=O)Nc3cc(OC)cc(OC)c3)c2C1=O	4.0	11	6	7	-3	0.1	4	-7	34	-9	-1
O=c1c2ccccc2nc2c3ccccc3c(NCCO)nn12	-0.1	7	-6	-24	0	-0.2	-2	-4	-2	-70	3
CN[C@H]1C[C@H]2c3[nH]c4ccc(-c5ccc(OC)cc5)cc4c3CCN2C(=O)[C@H]1[C@H](C)O	-3.8	7	-1	16	/	-0.3	/	-3	52	-3	101*
CC(=O)C1=C(O)C(=O)N(Cc2cccnc2)C1c1ccc(Cl)cc1 (configuration not stated)	1.6	19	-15	-3	4	-0.2	4	-8	0	5	-5
CCOC(=O)Nc1ccc2c(c1)N(C(=O)CCN1CCN(CCO)CC1)c1ccccc1CC2	-0.3	-2	-4	-5	8	0.0	1	/	-2	10	4
CCCCNC(=O)CS(=O)Cc1nc(-c2cccc(Cl)c2)oc1C (configuration not stated)	-2.4	-5	/	2	/	0.2	5	11	2	0	13
COC(=O)c1c(-c2cccnc2)csc1NC(=O)c1ccc2c(c1)OCO2	-0.4	-4	3	-127	-56	0.1	0	/	17	-224	-272
NC(=O)C1(N2CCCCC2)CCN(C(=O)c2ccc(-n3cnnn3)cc2)CC1	0.1	-3	-17	-24	-8	-0.2	-1	0	-1	9	6
CC(C)(C)CC(C)(C)NC(=O)CSCC(=O)Nc1ccc2ccccc2c1	3.7	-6	0	2	5	0.6	-2	/	-3	-2	12
O=C(CNC(=O)OCc1ccccc1)NCC(=O)NC(Cc1c[nH]c2ccccc12)C(=O)O (configuration not stated)	-0.5	/	/	-10	/	0.0	/	-4	-3	17	0
CC(=O)N/C(=C\c1ccccc1)C(=O)OCC(=O)NC1CCS(=O)(=O)C1 (configuration not stated)	-0.3	11	2	-17	-5	0.0	1	-5	-3	9	-9
O=C(NCc1cccs1)c1nc2c(nnn2Cc2ccc(F)cc2)c(=O)[nH]1	-1.0	-2	3	-2	2	0.0	4	-8	2	9	19
COC(=O)C1=NNC2(C)C(=O)N(c3ccc(C)cc3)C(=O)C12 (configuration not stated)	2.1	16	13	-13	7	0.0	-2	-5	0	16	-2
NCCCC[C@@H]1NC(=O)c2cc([N+](=O)[O-])cc(I)c2SC[C@@H](C(N)=O)NC(=O)[C@H](CCC(N)=O)NC1=O	1.5	-1	-3	-3	13	-0.1	4	-9	0	1	1
COCCN(CCOC)c1nc(S(=O)(=O)c2ccc(C)cc2)c(Cl)s1	2.5	-5	-3	8	-13	0.1	-3	-4	-4	15	12
COC(=O)C1=C(C)Nc2c(c(=O)n(C)c(=O)n2C)C1c1ccc(C)cc1 (configuration not stated)	-0.3	-10	0	-4	-3	-0.2	3	0	0	5	17
CC1CN(C(=O)c2cc(F)c(F)cc2Cl)CC(C)O1 (configuration not stated)	-3.5	-1	4	-3	8	-0.2	3	-8	3	3	12
COc1ccc(Cc2c[nH]c(=O)[nH]c2=O)cc1	-1.9	6	0	-18	5	0.0	1	/	1	26	18
CN(C)CCCNC(=S)N1CCC(C(=O)c2ccc(Cl)cc2)CC1	-2.5	0	1	10	/	0.4	/	-6	2	1	-5
CCCCN(CC)Cc1ccc(CNC(=S)Nc2ccccc2F)o1	-0.2	1	4	-11	2	0.0	2	-2	-2	8	4
